TNF necrop inh = TNF-alpha cell death inhibition in Jurkat FADD-/- cells. Jurkat FADD-/- TNF necroptosis rescue, ATP luminescence, 24 h; 0 = TNF only, 100 = no-TNF cells. activation (protection from cell death), % at 10 µM. 220,000 tested, 0.068% active;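 active = activation, meaning protection from cell death, of at least 50% relative to plate controls; inactive = activation below 50%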;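 note: necroptosis triggered by 40 ng/mL TNF-alpha added together with compound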
zfTRPN1 agonist = activates the zebrafish TRPN1 channel. HEK293 zebrafish TRPN1-YFP, Fluo-8 calcium fluorescence; 100% = response to 87 µM carbachol. activation, % at 3 µM. 220,000 tested, 0.18% active;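 active = activation above its plate's cutoff, the mean activation of test wells on that plate plus 3 SD, cut at about 19% in these data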;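 note: 0% = DMSO alone and 100% = 87 µM carbachol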
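Material – zebrafish TRPN1-YFP in HEK293 cells · Doses – 3 µM single point · Schedule – dye 1 h 37 °C plus 30 min RT · Signal – Fluo-8 calcium fluorescence, excitation 470-495 nm, emission 515-575 nm · Read-out – % activation versus carbachol response · Control set – carbachol high, DMSO low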
Wee1 degr inh = blocks degradation of human Wee1 kinase. reporter increase, % at 5 µM. HeLa Luc-Wee1K328M stability, luciferase luminescence; 100% = proteasome inhibitor MG132 effect. 220,000 tested, 1.2% active;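 active = activation above the mean of all tested compounds plus 3 SD, set per screening run, cut at about 8.8% in these data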;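 note: cells exposed to compound for 20 h before luminescence read; 0% = DMSO alone and 100% = MG132 at 30 µM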
Target sequence (P30291 whole entry K328M): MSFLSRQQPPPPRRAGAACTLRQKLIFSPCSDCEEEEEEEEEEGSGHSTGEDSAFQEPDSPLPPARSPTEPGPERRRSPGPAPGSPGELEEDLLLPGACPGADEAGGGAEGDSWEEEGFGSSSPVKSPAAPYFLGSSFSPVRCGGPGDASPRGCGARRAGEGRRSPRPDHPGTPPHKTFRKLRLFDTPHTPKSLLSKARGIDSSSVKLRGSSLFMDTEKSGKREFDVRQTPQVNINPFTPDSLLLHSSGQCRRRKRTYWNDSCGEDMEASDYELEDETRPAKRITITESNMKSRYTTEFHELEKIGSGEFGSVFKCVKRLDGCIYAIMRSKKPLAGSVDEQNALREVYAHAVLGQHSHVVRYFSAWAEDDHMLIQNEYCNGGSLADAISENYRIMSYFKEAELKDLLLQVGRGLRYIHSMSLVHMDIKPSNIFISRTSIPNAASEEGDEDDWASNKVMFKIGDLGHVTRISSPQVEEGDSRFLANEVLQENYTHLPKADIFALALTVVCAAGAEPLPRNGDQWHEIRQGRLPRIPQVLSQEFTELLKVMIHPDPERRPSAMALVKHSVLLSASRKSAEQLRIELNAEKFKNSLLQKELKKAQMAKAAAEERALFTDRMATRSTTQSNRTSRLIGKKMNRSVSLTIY
PPC-1+TRAIL kill = kills PPC-1 cancer cells in the presence of TRAIL; PPC-1 cells + TRAIL, ATPLite viability luminescence; cell killing (% activity), % at 4 µM; 220,000 tested, 0.41% active; AID 1443;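 active = cell killing above 50% in the first pass at 4 µM, then a duplicate retest at 5 µM averaging 50% or more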;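 note: plate controls were cells with TRAIL plus DMSO for no effect and medium-only wells lacking cells for full effect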
RBBP9 inh = blocks human serine hydrolase RBBP9 | O75884 | recombinant RBBP9, FP-Rh probe fluorescence polarization | AID 1515 | 220,000 tested, 0.2% active | inhibition, % at 7.94 µM;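 active = inhibition above the campaign mean of all tested compounds plus 3 SD, cut at about 14% in these data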;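 note: plate controls were DMSO wells with RBBP9 for no effect and wells lacking RBBP9 protein for full effect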
Target sequence (O75884 whole entry, looked up): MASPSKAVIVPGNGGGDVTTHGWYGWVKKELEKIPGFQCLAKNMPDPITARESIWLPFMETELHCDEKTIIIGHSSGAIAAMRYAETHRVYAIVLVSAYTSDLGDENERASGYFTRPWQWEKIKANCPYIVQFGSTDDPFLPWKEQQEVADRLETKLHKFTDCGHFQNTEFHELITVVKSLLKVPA
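Assay system: recombinant human RBBP9; Reagent: Serine-hydrolase probe FP-Rh, 375 nM pre-mixing; Doses: 7.94 µM single dose, 0.794% DMSO; Incubation: 30 min then 45 min, 25 °C; Detection: fluorescence polarization (mP), excitation 525 nm, emission 598 nm; Evaluation: percent inhibition from mP, scaled between DMSO and no-protein wells.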
CHOP inhibitor = inhibitors of CHOP induction in ER stress response. CHO-K1 CHOP-promoter luciferase, tunicamycin-induced, 15-18 h. inhibition, % at 10 µM. 220,000 tested, 3.8% active. AID 2732;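 active = compounds that reduced the stress-induced luciferase reporter signal by more than about 70% of percent inhibition, limit read from the data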;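 note: 0% = tunicamycin plus vehicle and 100% = wells without tunicamycin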
TRPML3 ag = agonists of human TRPML3 channel; HEK293 TRPML3-YFP, Fluo-8 calcium fluorescence; 100% = the carbachol control signal; 220,000 tested, 0.29% active; activation, % at 3 µM;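 active = activation above its plate's cutoff, the mean activation of the plate's test wells plus 3 SD, cut at about 12% in these data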;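 note: 0% = DMSO only wells and 100% = carbachol wells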
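Test system: TRPML3-YFP stable HEK293 cells. Doses: single point at 3 µM. Incubation: dye loading 1 h 37 °C then 30 min ambient, 125 s read. Signal: Fluo-8 calcium dye fluorescence, ex 470-495, em 515-575 nm. Measure: percent activation from peak-to-basal fluorescence ratio, scaled between DMSO and carbachol.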
BaF3 tox = counter-screen for JAK2V617F inhibitors: parental Ba/F3 viability inhibitors; CellTiter-Glo ATP luminescence; inhibition, % at 5.6 µM; 220,000 tested, 1.1% active;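 active = inhibition above a per-campaign cutoff, the mean inhibition of all tested compounds plus 3 SD, cut at about 27% in these data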;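 note: 0% = DMSO wells and 100% = JAK Inhibitor I control wells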
Ba/F3 V617F tox = reduce viability of Ba/F3 cells dependent on JAK2V617F; 220,000 tested, 1.1% active; AID 1446; Ba/F3 EpoR-JAK2V617F viability, ATP luminescence; inhibition, % at 5.6 µM;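 active = inhibition above the campaign mean plus 3 SD over all tested compounds, cut at about 24% in these data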;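 note: cytokine-independent growth of Ba/F3 cells driven by EpoR plus mutant JAK2; 0% = DMSO-treated cells and 100% = JAK inhibitor I control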
* hit, by the source's call; x = not tested or not shown.

SMILES	TNF necrop inh	zfTRPN1 agonist	Wee1 degr inh	PPC-1+TRAIL kill	RBBP9 inh	CHOP inhibitor	TRPML3 ag	BaF3 tox	Ba/F3 V617F tox
O=S(=O)(NCCNS(=O)(=O)c1cccs1)c1cccs1	0.0	0.4	6.7	4.0	-7.2	-3.8	0.4	1.8	0.7
COc1cc2[nH]c(=S)n(NC(=O)c3ccccc3)c(=O)c2cc1OC	0.6	0.1	-0.7	-0.3	-12.3	-20.0	0.9	7.6	4.0
CCOc1ccc(NC(=O)CCNc2c(N3CCCC3)c(=O)c2=O)cc1	-1.7	-0.6	-0.8	-1.1	-9.3	-0.6	0.6	6.0	-2.7
CCOC(=O)/C(C#N)=C/c1cccn1-c1ccc(Cl)cc1	4.0	-0.1	0.6	-4.3	-2.1	4.6	0.4	-0.2	-3.1
O=C(Nc1ccc2ccccc2c1)c1cnccn1	-3.2	0.8	6.5	36.0	-1.9	39.2	0.4	7.8	3.3
O=C(N/N=C/c1ccccc1)c1n[nH]c2c1CCCC2	-0.3	1.2	0.0	41.0	-4.4	27.8	0.0	2.1	1.4
CCOc1ccc(-n2cc(-c3ccc(OC)c(OC)c3)[nH]c2=S)cc1	-3.5	-2.8	2.3	17.3	2.8	-3.6	-0.3	4.8	-0.9
Cc1cc(=O)[nH]c(SCc2cccc3cccnc23)n1	-1.7	0.5	10.7*	11.9	-3.3	63.3	-0.1	10.9	-0.5
COC(=O)c1cc(N=C(N)N=C(N)N)cc(C(=O)OC)c1	-1.1	0.6	-2.3	19.6	-8.3	2.1	0.5	0.2	0.8
O=C(Nc1ncc2c(n1)-c1ccccc1CC2)c1ccc(Cl)cc1	-5.5	-1.6	-0.4	14.5	-10.0	47.1	0.0	5.3	-1.8
CCn1c(C)nc2cc(C(=O)NNC(=S)Nc3ccc(Cl)cc3)ccc21	0.0	1.2	3.7	5.2	8.3	-2.2	-0.2	-1.0	-0.5
CCCN(CCC)CC(O)Cn1cc(/C=C/C(=O)c2cccs2)c2ccccc21 (configuration not stated)	4.9	-0.2	6.4	26.4	-4.6	2.9	2.3	-1.2	-1.4
Cc1ccc(NC(=O)c2c3c(nc4ccccc24)CCC3)cc1S(=O)(=O)N(C)C	-0.2	-0.4	3.3	-2.9	-3.1	41.8	0.7	8.7	2.4
COc1ccc(/C=N/NC(=O)c2cccnc2)cc1CN1CCOCC1	2.6	1.0	-1.6	4.1	-10.6	23.1	-0.5	1.3	-3.2
CC(C)N(C(=S)Nc1cccc(S(=O)(=O)N(C)C)c1)c1ccccc1	-0.3	2.3	-2.9	-18.2	-4.4	-7.6	0.9	-6.5	0.8
CC1(C(=O)NC2CCCCCCC2)CCC(=O)N1Cc1cccs1 (configuration not stated)	-0.5	-1.4	-1.4	21.5	-6.4	28.9	0.3	0.4	-4.5
CCc1cc2c(NCc3ccco3)ncnc2s1	-3.2	3.2	-0.9	16.6	-8.6	47.1	2.0	8.2	5.3
O=C(CSc1nnc(-c2cccnc2)n1CCc1ccccc1)NCc1ccccc1	-1.4	-1.4	4.7	16.0	-6.6	20.8	0.0	1.6	-3.7
O=[N+]([O-])c1ccc(NCc2ccc(Cl)cc2)nc1	46.5	-3.0	3.8	4.3	-8.4	-11.5	-1.3	1.1	-1.9
COc1ccc(Cn2c(-c3ccc(C)cc3)c[n+]3ccccc23)cc1	-2.7	-1.1	-2.5	25.3	-3.2	-2.1	0.7	70.7*	90.0*
Cc1ccc(-n2ncc(C#N)c2/N=C/N2CCN(C)CC2)cc1	0.0	7.8	3.5	10.4	-8.2	-24.7	-0.4	5.5	4.3
CC(C)COc1ccc(CNC(=S)NCc2ccccc2)cc1	-4.5	-1.3	2.5	17.5	-2.8	50.1	0.0	8.1	0.6
Cc1cc(C)n2nc(C(=O)OCCOc3ccc(Br)cc3)nc2n1	-1.0	0.3	-1.7	8.4	-9.3	-25.1	0.1	4.5	1.1
O=C(O)C1Sc2[nH]c(=O)sc2C2c3ccc(O)cc3OC(=O)C12 (configuration not stated)	0.1	3.9	-0.3	-1.1	0.1	5.7	3.6	10.2	1.0
CC(C)CCNC(=O)C(c1ccco1)N(Cc1ccccc1)C(=O)c1snc(C(N)=O)c1N (configuration not stated)	-2.4	-1.2	-0.3	-4.5	-7.6	22.8	-1.0	3.2	5.0
CC(/C=N/N1CCN(c2ccc(C)cc2)CC1)=C\c1ccccc1	1.0	1.5	-4.2	19.9	-9.7	29.6	1.1	2.1	-1.9
COc1ccc(CNC(=O)CSc2cc(=O)n(C)c3ccccc23)cc1	0.8	0.0	8.0	21.6	-5.1	-1.8	0.5	1.9	-0.2
CCOC(=O)c1c(C)[nH]c(C(=O)N2CCN(c3ccc(OC)cc3)CC2)c1C	0.1	-2.0	-2.0	11.7	1.8	34.1	0.3	3.1	2.5
O=C(/C=C/c1cccc([N+](=O)[O-])c1)NCCSCc1ccccc1Cl	2.6	-1.4	1.5	11.9	-5.8	35.9	0.1	2.8	-2.4
CC(C)(C)c1ccc(NC(=O)c2c(F)cccc2Cl)cc1	1.6	-2.3	3.4	8.9	-0.2	-10.0	0.0	-5.4	5.0
OCCC1CN(Cc2ccc(-c3ccco3)cc2)CCN1Cc1ccsc1 (configuration not stated)	2.0	0.7	-1.2	11.9	-6.0	4.5	2.1	-2.7	-4.2
CCN(CC)c1ccc(NC(=O)c2cc(OC)cc(OC)c2)c(C)c1	-10.3	-2.1	2.9	-3.0	-10.0	x	-0.7	78.0*	78.5*
COc1cc2c(cc1OC)/C(=C/c1ccc(Cl)cc1)C(=O)OC2	1.0	-1.4	-4.2	34.5	-9.5	23.4	0.5	4.9	1.9
Cc1ccc(NC(=O)CN(C)C(=O)Cn2ccsc2=N)cc1	1.1	1.4	-2.2	14.4	-5.1	28.2	1.2	7.1	-1.0
N#CC1=C(SCC(=O)Nc2ccccc2)NC(=O)CC1c1ccco1 (configuration not stated)	-5.6	-0.8	1.1	x	-4.3	18.4	1.4	7.9	4.8
COc1ccc(C(=O)Nc2n[nH]c(-c3ccncc3)n2)cc1	-2.8	6.9	-0.8	6.7	-0.2	-14.1	0.1	7.6	-0.2

Single records, as listed above. Order of values: TNF necrop inh	zfTRPN1 agonist	Wee1 degr inh	PPC-1+TRAIL kill	RBBP9 inh	CHOP inhibitor	TRPML3 ag	BaF3 tox	Ba/F3 V617F tox
`COc1ccc(CNC(=O)CSc2cc(=O)n(C)c3ccccc23)cc1` is listed as 0.8	0.0	8.0	21.6	-5.1	-1.8	0.5	1.9	-0.2
`CC(C)(C)c1ccc(NC(=O)c2c(F)cccc2Cl)cc1` is listed as 1.6	-2.3	3.4	8.9	-0.2	-10.0	0.0	-5.4	5.0
`CC(/C=N/N1CCN(c2ccc(C)cc2)CC1)=C\c1ccccc1` is listed as 1.0	1.5	-4.2	19.9	-9.7	29.6	1.1	2.1	-1.9
`OCCC1CN(Cc2ccc(-c3ccco3)cc2)CCN1Cc1ccsc1` (configuration not stated) is listed as 2.0	0.7	-1.2	11.9	-6.0	4.5	2.1	-2.7	-4.2

Following part:
SMILES	TNF necrop inh	zfTRPN1 agonist	Wee1 degr inh	PPC-1+TRAIL kill	RBBP9 inh	CHOP inhibitor	TRPML3 ag	BaF3 tox	Ba/F3 V617F tox
CCCCCCn1c(C(C)O)nc2ccccc21 (configuration not stated)	0.7	0.2	-0.4	32.9	-2.4	29.8	-0.1	5.0	-0.7
Cc1[nH][nH]c(=O)c1C(c1ccc(-c2ccc(F)cc2)o1)c1c(C)[nH][nH]c1=O	-1.8	0.7	-1.3	-4.1	-2.3	-68.1	2.7	-1.0	3.1
COc1ccc(CC(=O)N2CCCc3ccccc32)cc1OC	-0.2	-0.6	-1.8	26.3	-10.4	9.4	0.7	1.1	-2.1
O=C(NCc1ccccc1)c1ccc2nnsc2c1	12.7	-1.1	-2.3	21.4	3.6	15.5	-0.3	1.9	1.8
Cc1cc(C)c2nc(N)sc2c1	-2.1	-2.0	-1.1	3.8	-7.5	54.5	0.5	6.7	-2.0
CC(=O)Nc1ccc(NC(=S)NC(=O)c2oc3ccccc3c2C)cc1	1.3	0.2	-1.2	22.2	-1.0	31.4	0.7	3.2	-0.9
COC(=O)c1sccc1NC(=O)c1csc2c1CCCC2	-1.2	-1.3	4.4	-7.0	-0.2	4.1	0.3	4.9	-0.2
COc1ccc([N+](=O)[O-])cc1N1C(=O)c2cccc3cccc(c23)C1=O	0.2	0.5	3.3	7.8	-8.2	19.8	1.1	1.6	-3.5
Cc1nc(-c2ccc(C#N)cc2)cs1	0.2	0.0	5.0	-10.0	-5.0	-1.4	0.3	1.7	1.0
Cc1ccc(Cl)cc1NC(=O)C(Cc1ccccc1)N1C(=O)C2C3CCC(C3)C2C1=O (configuration not stated)	0.9	-0.8	-4.4	19.4	1.1	35.6	0.3	2.1	-2.4
Cc1ccc(-n2nnnc2SCC(=O)NC(C(=O)O)(c2ccccc2)c2ccccc2)cc1C	1.8	-2.7	0.2	14.0	0.1	6.4	-0.3	0.0	-3.0
Cc1ccc(/C=N/NC(=O)c2sccc2OCc2ccc(F)cc2)cc1	-16.8	0.3	3.9	15.4	-10.5	-29.2	0.3	-2.2	2.3
CS(=O)(=O)c1ccc2nc(NC(=O)Oc3ccccc3)sc2c1	0.1	0.3	0.2	8.8	-2.0	9.1	0.2	3.1	-2.0
O=C(NC(=O)N1CCSCC1)c1c(Cl)cccc1Cl	3.7	2.1	1.5	5.5	2.0	12.1	1.1	-4.0	-1.0
CC(/C=N/NC(=O)Cn1cnc2c1c(=O)n(C)c(=O)n2C)=C\c1ccco1	2.0	0.7	2.0	-4.3	-10.4	3.2	0.0	0.8	-4.1
Cc1ccc(OCCNC(=O)C2CCCCC2)cc1	1.3	0.3	-1.8	-1.6	3.6	5.8	0.6	5.6	2.1
COC(=O)CSc1nccc(C)n1	1.6	0.8	3.8	25.7	0.4	16.7	0.3	2.2	-1.3
CCOC(=O)CON1C(=O)C(=O)N(OCC(=O)OCC)[C@H]2CCCC[C@H]21	-0.2	1.4	1.9	6.3	-9.3	0.1	0.7	2.9	-0.6

Three of the entries above in order of the RBBP9 inh value, lowest first:
| Compound | Wee1 degr inh | RBBP9 inh | CHOP inhibitor | TRPML3 ag |
| --- | --- | --- | --- | --- |
| CC(/C=N/NC(=O)Cn1cnc2c1c(=O)n(C)c(=O)n2C)=C\c1ccco1 | 2.0 | -10.4 | 3.2 | 0.0 |
| COC(=O)CSc1nccc(C)n1 | 3.8 | 0.4 | 16.7 | 0.3 |
| O=C(NC(=O)N1CCSCC1)c1c(Cl)cccc1Cl | 1.5 | 2.0 | 12.1 | 1.1 |

Assay outcomes deposited in PubChem BioAssay by several laboratories.
